# H9c2 TAG inh = triacylglycerol accumulation inhibition | H9c2 cells, Nile Red lipid (TAG) fluorescence; cells loaded with 200 µM oleic acid | inhibition, % at 12.5 µM | hit rate 0.66% among 230,000;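 active = pattern-corrected inhibition of lipid staining of at least 50% with the nuclear-stain viability signal not falling by more than 50%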;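 also: 0% = DMSO wells and 100% = triacsin C control wells; some results filed as inactive read as strong as hits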
# H9c2 TAG inh DAPI viability = further read-out of H9c2 TAG inh, marked with its call; DAPI nuclei signal change (viability), lower = more cytotoxic, %;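 whole-well DAPI fluorescence read on a plate reader as a viability signal; minus 50 percent equals half of cells still viable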
# * = called active by the depositor.
# Values run as follows: H9c2 TAG inh, H9c2 TAG inh DAPI viability
Cc1c(NC(=O)c2cccc(NC(=O)Cc3ccccc3Cl)c2)c(=O)n(-c2ccccc2)n1C
    6, 2
Cc1nn(Cc2ccc(Cl)cc2)c(=O)n1N(C)c1ncc(C(F)(F)F)cc1Cl
    -3, 4
Cc1cccc(NC(=O)CSCC(=O)Nc2cccc(S(=O)(=O)N3CCCCCC3)c2)c1
    -15, 9
Cc1cccc(C2c3[nH]c4ccccc4c3CCN2C(=O)c2cc(CC(C)C)nc(C)n2)n1 (stereo not given)
    -2, 13
CC(Sc1nnc(COc2ccc(Cl)cc2)n1Cc1ccccc1)C(=O)O (stereo not given)
    16, -9
O=C(NC(=S)NC1CCSC1=O)c1ccccc1 (stereo not given)
    0, 3
COc1ccc(CCNC(=O)CSC2=NS(=O)(=O)c3cc(F)ccc3N2)cc1OC
    -17, -5
Cc1ccc2c(CC(=O)Nc3c(C)n(C)n(-c4ccccc4)c3=O)coc2c1
    5, -6
CCCCC1CCCOC(C(=O)NCCNCCO)(C(F)(F)F)C1 (stereo not given)
    1, 10
CCOC(=O)c1nnn(-c2nonc2N)c1CNc1ccc(C)c(Br)c1
    1, 4
CCc1cccc(NC(=O)Cn2cc(C=O)c3ccccc32)c1
    -15, -11
O=C(CSCc1ccc(C(=O)O)cc1)Nc1ccccc1
    -4, 3
c1ccc(-c2nccnc2-c2ccccc2)cc1
    -8, 6
CC(C)(C)c1ccc(S(=O)(=O)NC(=O)C2(C)CCN2C(=O)Cc2cccs2)cc1 (stereo not given)
    8, 5
NCCCC[C@@H]1NC(=O)c2cc([N+](=O)[O-])cc(I)c2SC[C@@H](C(N)=O)NC(=O)[C@H](CCC(N)=O)NC1=O
    0, -3
COc1ccc(Cc2c[nH]c(=O)[nH]c2=O)cc1
    1, -5
CCCCN(CC)Cc1ccc(CNC(=S)Nc2ccccc2F)o1
    -13, 6
CN(C)CCCNC(=S)N1CCC(C(=O)c2ccc(Cl)cc2)CC1
    2, -21
C=CCSc1nc2c(sc3nc(C)cc(C)c32)c(=O)[nH]1
    18, 3
COc1ccccc1N(CC(=O)Nc1cccc(C(F)(F)F)c1)S(C)(=O)=O
    -5, 1
COc1ccc(C2C(C(=O)c3sc(C)nc3C)=C(O)C(=O)N2CCN2CCOCC2)cc1 (stereo not given)
    16, 1
Cc1cc([N+](=O)[O-])ccc1P(=O)(O)c1ccc([N+](=O)[O-])cc1C
    20, -13
Cn1cnc(C(=O)NCc2ccc(CNC(=O)OC(C)(C)C)cc2)c1C(=O)NCc1ccc(CNC(=O)OC(C)(C)C)cc1
    3, -3
O=C(c1ccc2c(c1)OCO2)C1CCCN(Cc2ccccc2OC(F)F)C1 (stereo not given)
    -2, -5
C#CCOc1ccc(C2C3=C(COC3=O)Nc3cc4c(cc32)OCO4)cc1OC (stereo not given)
    22, -13
CCCn1c(Oc2ccccc2)nc2c1c(=O)n(C)c(=O)n2C
    -12, 7
Cc1ccc2c(CC(=O)OCn3nnc4ccccc4c3=O)coc2c1
    13, -7
NNC(=O)Cc1cn(-c2ncc(C(F)(F)F)cc2Cl)c2ccccc12
    5, 5
Cc1ccc(-n2c(C)cc(C=C3C(=O)N(C)C(=O)N(C)C3=O)c2C)cc1
    10, -1
CCc1nnc(NC(=O)CSc2nnc(CNc3cccc(C)c3)n2-c2ccccc2)s1
    -4, 6

# Arranged by heavy-atom count (descending): 4 of the compounds above.
# Values run as follows: H9c2 TAG inh, H9c2 TAG inh DAPI viability
Cc1cccc(C2c3[nH]c4ccccc4c3CCN2C(=O)c2cc(CC(C)C)nc(C)n2)n1 (stereo not given)
    -2, 13
COc1ccc(CCNC(=O)CSC2=NS(=O)(=O)c3cc(F)ccc3N2)cc1OC
    -17, -5
CN(C)CCCNC(=S)N1CCC(C(=O)c2ccc(Cl)cc2)CC1
    2, -21
Cc1cc([N+](=O)[O-])ccc1P(=O)(O)c1ccc([N+](=O)[O-])cc1C
    20, -13

# The list continues.
# Values run as follows: H9c2 TAG inh, H9c2 TAG inh DAPI viability
COc1ccc(CCNC(=O)c2nc(-c3cccs3)no2)cc1OC
    -7, -4
CC1CC(C)CN(CC(=O)Nc2ccc3c(c2)OCCO3)C1 (stereo not given)
    23, -4
CC(C)(C)c1cccc(/C=N/O)c1O
    -7, 0
Cc1cc(/C=N/NC(N)=S)c(C)n1-c1ccc(Cl)c(Cl)c1
    48, -23
CCn1ccnc1CN(C)Cc1cn(-c2ccccc2)nc1-c1ccc(OC)cc1F
    10, 4
COc1cc(C2Nc3c(F)cccc3C3C=CCC32)cc(Br)c1OC (stereo not given)
    -4, 5
CC(OC(=O)C1CC(=O)N(Cc2ccco2)C1)C(=O)Nc1ccc(F)cc1Cl (stereo not given)
    -7, -3
COc1cccc(OC)c1C(=O)Nc1ccc2nc(C)c(C)nc2c1
    4, 0
NC(=O)C1CCN(S(=O)(=O)c2cccc(C(=O)O)c2)CC1
    6, 6
O=C1c2ccccc2C(=O)C1(CO)c1ccccc1
    13, -6
Cc1ccc(/C(O)=C2/C(=O)C(=O)N(c3ccccn3)C2c2ccc([N+](=O)[O-])cc2)cc1 (stereo not given)
    -2, 0
CCNC(=O)COC(=O)/C=C/c1c(C)nn(Cc2cccc(OC)c2)c1Cl
    -6, 5
Cc1oc(C)c2c(=O)ccc3c(c12)OC(N)=C(C#N)C3c1ccc(F)cc1 (stereo not given)
    -12, 4
CC(=O)c1ccccc1NS(=O)(=O)c1ccccc1Cl
    -13, -1
O=C(NC(=S)Nc1ccccc1)c1cc(-c2ccccc2)nc2ccccc12
    9, 13
Cc1ccnc(NS(=O)(=O)c2ccc(NC(=O)c3ccc([N+](=O)[O-])s3)cc2)n1
    8, 24
COc1ccc2sc3c(=O)[nH]c4ccccc4c3c2c1
    -4, -4
CCc1nc2ccc(C(=O)NCCC(C)C)cn2c1N(CC)CCOC
    -4, -5
CC(=O)Oc1c(S(=O)(=O)c2ccc(C)cc2)c(C)nn1C(C)(C)C
    11, -4
CCOC(=O)C1=C(COC(=O)C(CC)c2ccccc2)NC(=O)NC1C (stereo not given)
    2, -2
COc1c(NC=O)c2c(c([N+](=O)[O-])c1OC)C(=O)OC2
    0, 4
CCOC(=O)c1c(/N=C/C2=C(O)CC(C)(C)CC2=O)sc2c1CCCC2
    -4, 6
N#CNC(N)=Nc1cccc(Cl)c1
    1, 10
COc1ccc(CCNC(=O)COC(=O)CSc2ccc([N+](=O)[O-])cc2)cc1OC
    11, 8
Cc1[nH]c(=O)[nH]c(=O)c1NC(=O)c1ccc(OC(C)C)cc1
    -10, 4
COc1ccccc1NC(=O)C1CCCN1C(=O)NCc1ccccc1 (stereo not given)
    5, 13
CC(=O)c1ccc(Cc2cnc(N)s2)cc1
    3, 3
CCn1c(SCC(=O)Nc2ccccc2)nc2c(c1=O)SCC2
    10, -9
CCOc1cc(/C=C/C(=O)OCC(=O)NC2CCS(=O)(=O)C2)ccc1OCc1ccccc1 (stereo not given)
    12, -3
CNC(=O)Cn1c(C)cc(=O)c2cccc(OC)c21
    0, 5
CCCCn1cnc2c(c(CC#N)nn2-c2ccccc2)c1=N
    -28, 5
O=C1C(Cc2ccccc2)Nc2ncnc(N3CCCCC3)c2N1Cc1ccc(Br)cc1 (stereo not given)
    8, 3
Cc1noc(C)c1NC(=O)Nc1ccc2c(c1)CC(=O)N([C@H](C)CO)C[C@@H](C)[C@H](CN(C)CC1CCCCC1)O2
    1, -4
CCOc1cc(C(=O)Nc2ccccc2N2CCOCC2)ccc1OCC(=O)N1CCOCC1
    -12, -4
O=C(Cc1ccccc1)N/N=C/C=C/c1ccccc1[N+](=O)[O-]
    5, 0
CCc1nnc(NS(=O)(=O)c2ccc(NC(=O)CCC(=O)O)cc2)s1
    -1, -9
COc1ccc(/C=N/NC(=O)c2cccnc2)cc1CSc1ccccn1
    15, -14
Cc1cc(C(=O)COc2nncc3ccccc23)c(C)n1C
    -3, 2
Clc1ccc2c(c1)c1cc(Cl)ccc1n2CN1CCOCC1
    21, 8
Cc1ccc(NC(=S)NNC(=O)c2nn(C)c(C)c2Cl)cc1
    3, 0
COC(=O)C(N)Cc1ccc(Cl)cc1 (stereo not given)
    4, -2
COc1ccccc1NC(=O)Nc1ccnn1C1CCN(C(=O)C2CCOC2)CC1 (stereo not given)
    8, -7
c1ccc2[nH]c(SCc3cscn3)nc2c1
    -14, -82
CC(C)CCNC(=O)NC(=O)COC(=O)/C=C/c1cccc([N+](=O)[O-])c1
    -7, 5
Cc1ccc(C(=O)OCc2nnc(-c3ccccc3)o2)s1
    -12, 6
Cc1c(N2C(=O)/C(=C\c3cccc4ccccc34)SC2=S)c(=O)n(-c2ccccc2)n1C
    -9, -2
CCC(C)(C(=O)NC1CCCCC1)N(Cc1ccco1)C(=O)CC1NC(=O)NC1=O (stereo not given)
    -6, -6
CN=C(Nc1ccccc1)SC1CC(=O)N(c2ccc(C(=O)OC)cc2)C1=O (stereo not given)
    19, -5
O=C(c1cc2cc3ccc(Cl)cc3nc2o1)N1CCN(Cc2ccc3c(c2)OCO3)CC1
    3, -1
CC1(C)C(=O)Nc2ccccc2N1C(=O)CN1C(=O)C(=O)N(C2CCCC2)C1=O
    -19, 7
Cc1ccc(OCCSc2nnc(-c3cccs3)n2C)cc1
    -4, -5
COc1ccc(OCC(=O)N/N=C/c2cccn2-c2cccc(C(=O)O)c2)cc1
    10, -4
COc1cccc(N2CC(NC(=O)C(=O)c3c(C)[nH]c4ccccc34)CC2=O)c1 (stereo not given)
    6, 0
Cc1ccc(C(C)NC(=O)C23CC4CC(CC(C4)C2)C3)cc1 (stereo not given)
    -7, -6
Cc1ccc(S(=O)(=O)N2C[C@H]3N(C(=O)OC(C)C)N(C(=O)OC(C)C)C[C@H](OC(=O)Nc4cccs4)[C@@]3(O)C2)cc1
    15, -10
CCOC(=O)c1ccc(S(=O)(=O)N2CCN(C(=O)c3nn(C)c(=O)c4ccccc34)CC2)cc1
    -6, -2
COC(=O)c1ccc(-c2nc3cc(Cl)c(N)cc3s2)cc1
    3, 74
Cc1ccc(S(=O)(=O)Nc2ccc(S(=O)(=O)N3CCCC3)cc2)cc1
    1, 13
COc1ccccc1N1CCN(C(c2cccs2)C(C)NC(=O)c2ccncc2)CC1 (stereo not given)
    8, 0
Cc1ccc(-c2cc(C(=O)OC3CCOC3=O)c3ccccc3n2)c(C)c1 (stereo not given)
    10, -8

# Next part.
# Values run as follows: H9c2 TAG inh, H9c2 TAG inh DAPI viability
c1ccc2c(-c3cccc4nccn34)cncc2c1
    6, 6
CCn1c(CNC(=O)c2cccc(C)c2)nc2ccccc21
    -2, 0
Cn1ncc(N=Cc2ccccc2O)c1C(=O)Nc1ccccc1
    -5, 2
O=c1c2ccccc2nc2c3ccccc3c(NCCO)nn12
    1, 18
CN[C@H]1C[C@H]2c3[nH]c4ccc(-c5ccc(OC)cc5)cc4c3CCN2C(=O)[C@H]1[C@H](C)O
    22, 45
CC(NC(=S)Nc1ccc([N+](=O)[O-])cc1)c1ccncc1 (stereo not given)
    -1, -7
CCCCNC(=O)CS(=O)Cc1nc(-c2cccc(Cl)c2)oc1C (stereo not given)
    -3, -5
NC(=O)C1(N2CCCCC2)CCN(C(=O)c2ccc(-n3cnnn3)cc2)CC1
    13, 2
CC(=O)N/C(=C\c1ccccc1)C(=O)OCC(=O)NC1CCS(=O)(=O)C1 (stereo not given)
    -9, -5
C/C(=N/OC(=O)C1CC1)c1cc(-c2ccc(Cl)cc2)no1
    7, 2
CC1CCCC(C)N1C(=O)c1ccc(CS(=O)(=O)c2ccccc2)cc1 (stereo not given)
    4, -8
CCN1/C(=c2/s/c(=C3/C(=O)N(c4ccccc4)N=C3C)n(CC)c2=O)C=Cc2ccccc21
    -13, 11
CCc1cccc(C)c1NC(=O)COC(=O)CCn1c(C)csc1=O
    28, -27
O=C(O)C1=NN(c2ccccc2)C(=O)CC1
    3, -1
COc1cc(OC)cc(C(=O)N[C@H](C(=O)Nc2nc(-c3ccc(OC)c(OC)c3)cs2)C(C)C)c1
    31, 5
CC(=O)Nc1cccc(-c2ccnc3c2CC(C(=O)Nc2cccnc2)O3)c1 (stereo not given)
    3, -12
CCOC(=O)C1=C(COC(=O)CNC(=O)c2cc(OC)c(OC)c(OC)c2)NC(=O)NC1C (stereo not given)
    -1, 4
Cc1ccc(C2=NN(C(=O)C3CCCO3)C(c3ccco3)C2)cc1 (stereo not given)
    -9, 8
O=C(NN1C(=O)c2cc(Br)ccc2NC1c1cc(Br)cc(Br)c1O)c1ccncc1 (stereo not given)
    2, -13
COC(=O)c1cc2n(n1)CCN(Cc1ccc(C)cc1)C2=O
    -11, 3
Cc1cccc(Cn2nc(-n3cccc3)c3c(C)cc(C)nc32)c1
    -2, 8
O=C(COC(=O)c1ccc(Cl)nc1)Nc1cccc(S(=O)(=O)N2CCCCC2)c1
    -21, 8
Cc1cccc(N(CC(=O)N2CCN(c3ccccc3F)CC2)S(C)(=O)=O)c1
    -7, -5
CC1=Nc2ccc(Br)cc2C(c2ccccc2)N1CC(=O)NN (stereo not given)
    -4, 13
CN(C)S(=O)(=O)N1CCC(Oc2cccc(C(=O)N3CCSCC3)c2)CC1
    -14, -5
CC(C)CCNC(=O)CN(C(=O)CCC(=O)Nc1ccccn1)c1ccc2c(c1)OCCO2
    -3, -5

# Structures above with a CF3 group (4):
# Values run as follows: H9c2 TAG inh, H9c2 TAG inh DAPI viability
Cc1nn(Cc2ccc(Cl)cc2)c(=O)n1N(C)c1ncc(C(F)(F)F)cc1Cl
    -3, 4
CCCCC1CCCOC(C(=O)NCCNCCO)(C(F)(F)F)C1 (stereo not given)
    1, 10
COc1ccccc1N(CC(=O)Nc1cccc(C(F)(F)F)c1)S(C)(=O)=O
    -5, 1
NNC(=O)Cc1cn(-c2ncc(C(F)(F)F)cc2Cl)c2ccccc12
    5, 5

# Assay outcomes deposited in PubChem BioAssay by Sanford-Burnham Center for Chemical Genomics.

# An excerpt; count on the stated rates, not on these rows.
